High-throughput results: PubChem BioAssay, National Center for Advancing Translational Sciences (NCATS)
KDM5B inhibitor = blocks human KDM5B histone demethylase activity | Q9UGL1 | KDM5B demethylase, FDH-coupled NADH fluorescence (FDH is formaldehyde dehydrogenase) | Potency, µM (top dose mostly 57.7 µM), for inactives: at the highest dose activity change, negative = inhibition, usual class: inhibitors | actives 2.6% (n = 220,000); active = well fitted inhibition curve with a large enough effect; inconclusive = small, poorly fitted or top-dose-only effect; inactive = no such curve, though single readings can be large or run the other way; note: 0% is about no effect; nearly all actives have a fitted effect of over 70% in size
Target sequence (Q9UGL1 whole entry, looked up): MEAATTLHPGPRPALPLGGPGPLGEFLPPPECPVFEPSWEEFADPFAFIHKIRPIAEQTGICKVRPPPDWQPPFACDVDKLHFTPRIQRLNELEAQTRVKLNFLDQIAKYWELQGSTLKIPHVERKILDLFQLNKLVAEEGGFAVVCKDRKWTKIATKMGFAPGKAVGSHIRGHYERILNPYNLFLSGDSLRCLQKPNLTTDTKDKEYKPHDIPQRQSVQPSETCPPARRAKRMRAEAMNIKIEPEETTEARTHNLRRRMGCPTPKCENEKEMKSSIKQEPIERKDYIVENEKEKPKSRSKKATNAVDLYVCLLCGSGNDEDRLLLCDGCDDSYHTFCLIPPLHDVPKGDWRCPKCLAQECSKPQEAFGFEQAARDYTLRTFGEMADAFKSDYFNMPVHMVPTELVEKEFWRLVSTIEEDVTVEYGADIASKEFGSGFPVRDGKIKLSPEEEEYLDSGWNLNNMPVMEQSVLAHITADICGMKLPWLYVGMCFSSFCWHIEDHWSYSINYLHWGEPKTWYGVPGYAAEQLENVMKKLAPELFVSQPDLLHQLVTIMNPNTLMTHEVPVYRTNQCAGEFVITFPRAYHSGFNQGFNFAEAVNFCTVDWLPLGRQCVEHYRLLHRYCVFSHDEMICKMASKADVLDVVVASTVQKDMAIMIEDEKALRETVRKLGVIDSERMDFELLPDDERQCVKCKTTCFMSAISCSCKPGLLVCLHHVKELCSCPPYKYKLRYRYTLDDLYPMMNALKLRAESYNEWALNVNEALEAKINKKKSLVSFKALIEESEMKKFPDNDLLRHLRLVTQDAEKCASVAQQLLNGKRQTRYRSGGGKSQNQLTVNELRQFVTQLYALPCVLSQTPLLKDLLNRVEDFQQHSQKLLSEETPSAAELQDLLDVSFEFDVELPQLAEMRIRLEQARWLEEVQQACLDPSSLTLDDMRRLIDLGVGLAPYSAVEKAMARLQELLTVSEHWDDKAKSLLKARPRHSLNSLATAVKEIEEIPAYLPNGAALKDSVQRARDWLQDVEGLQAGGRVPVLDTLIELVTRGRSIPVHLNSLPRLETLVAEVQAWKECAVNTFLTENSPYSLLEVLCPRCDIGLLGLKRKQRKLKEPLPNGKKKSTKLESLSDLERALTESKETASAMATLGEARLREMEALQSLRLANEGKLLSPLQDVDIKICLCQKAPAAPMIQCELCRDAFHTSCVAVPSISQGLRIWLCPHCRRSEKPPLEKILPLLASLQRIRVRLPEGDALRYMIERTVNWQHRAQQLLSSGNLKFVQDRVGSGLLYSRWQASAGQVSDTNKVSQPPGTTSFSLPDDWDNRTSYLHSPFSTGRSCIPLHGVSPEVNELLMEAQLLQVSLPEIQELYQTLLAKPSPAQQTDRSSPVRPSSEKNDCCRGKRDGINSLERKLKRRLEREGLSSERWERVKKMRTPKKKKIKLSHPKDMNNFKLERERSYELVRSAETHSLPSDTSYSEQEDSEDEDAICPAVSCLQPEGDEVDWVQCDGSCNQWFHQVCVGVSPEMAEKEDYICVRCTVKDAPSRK
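Measured: NADH fluorescence change, 30 min, RT. System: KDM5BΔAP 200 nM final, H3K4me3 peptide, α-KG, Fe(II), ascorbate, NAD⁺ plus FDH, pH 7.5 HEPES. Compounds: titrated, 10 min pre-incubation with enzyme.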
An asterisk follows results filed as active; ? = inconclusive; & = joins results of further samples; [ ] = another dose, or the depositor's remark. Potency is the fitted concentration of half-maximal effect. The list is partial; rates above refer to the full screens.

Preview, seven compounds:
SMILES	KDM5B inhibitor
CCOc1cccc2cc(C(=O)N3CCN(c4ccccc4C)CC3)c(=O)oc12	-2%
N#Cc1nc(/C=C/c2ccc(F)cc2)oc1N1CCCCCC1	?
O=C(NCc1ccc(F)cc1)NC1CC1	17%
CCCCn1c(N2CCN(Cc3cccc(C)c3)CC2)nc2c1c(=O)[nH]c(=O)n2C	-16%
COc1ccccc1NC(=O)C1=C(C)NC(Nc2nc3ccccc3o2)=NC1c1ccccc1 (stereo not drawn)	12%
Cc1cccc(NC(=O)C2CCCN(S(=O)(=O)c3ccc4c(c3)oc(=O)n4C)C2)c1C (stereo not drawn)	-6%
Cc1noc(-c2ccn3c(CNC(=O)c4cccc(N(C)C)c4)nnc3c2)n1	?

The whole of this part, repeating the preview:
SMILES	KDM5B inhibitor
CCOc1cccc2cc(C(=O)N3CCN(c4ccccc4C)CC3)c(=O)oc12	-2%
N#Cc1nc(/C=C/c2ccc(F)cc2)oc1N1CCCCCC1	?
O=C(NCc1ccc(F)cc1)NC1CC1	17%
CCCCn1c(N2CCN(Cc3cccc(C)c3)CC2)nc2c1c(=O)[nH]c(=O)n2C	-16%
COc1ccccc1NC(=O)C1=C(C)NC(Nc2nc3ccccc3o2)=NC1c1ccccc1 (stereo not drawn)	12%
Cc1cccc(NC(=O)C2CCCN(S(=O)(=O)c3ccc4c(c3)oc(=O)n4C)C2)c1C (stereo not drawn)	-6%
Cc1noc(-c2ccn3c(CNC(=O)c4cccc(N(C)C)c4)nnc3c2)n1	?
O=C1CC2(CCN(c3nc(-c4ccccc4)no3)CC2)CN1Cc1ccccc1	17%
COc1ccc(CNC(=O)c2cnc(N3CCCC3)nc2C)cc1	?
CCOc1cccc(CNCC2CCCO2)c1 (stereo not drawn)	3%
C=CCCC(CN1CCCOCC1)Oc1nccc(C)n1 (stereo not drawn)	?
COCCn1c(C)nnc1-c1cc(-c2cccc(F)c2)ccn1	5%[86.2 µM]
COc1ccc(CNC(=O)CN2C(=O)COc3ccc(S(=O)(=O)N4CCCCC4)cc32)cc1	-6%
CCN(CC)S(=O)(=O)c1ccc2c(c1)N(CC(=O)NCCc1ccccc1)C(=O)CO2	-22%
COc1ccc(S(=O)(=O)N2CCC(N3CCN(Cc4ccc(F)cc4)C(=O)C3=O)CC2)cc1	-8%
COCCNC(=O)NC[C@H]1O[C@@H]2C[C@@H](CC(=O)N3CCOCC3)O[C@@H]2[C@@H]1O	10%[86.2 µM]
O=C(CSc1ncnc2c1sc1cccc(F)c12)NC1CC1	?
O=C1CN(C(=O)C2CCN(c3nc4ccccc4o3)CC2)CCN1	15%
O=C1NCc2ccccc2CC12CCCN2Cc1c(F)cccc1Cl (stereo not drawn)	4%[115 µM]
Cc1nc([C@H]2CCNC[C@H]2NC(=O)C2CC2)n[nH]1	-17%
CCOC(=O)/C(C#N)=C\c1cc(Br)ccc1OCc1ccc(Cl)cc1	15%
O=C(CCc1nc(-c2ccccc2)no1)Nc1cccc(S(=O)(=O)NC2=NCCC2)c1	-9%
CCCN(C)C(=O)c1cc(-c2ccncc2)cn1Cc1ccccc1C	-14%
COc1ccc(C2NC(=S)NC3=C2CCc2ccccc23)cc1 (stereo not drawn)	-3%
CC(=O)c1ccc(C(=O)N(CCCN(C)C)c2nc3ccc(Br)cc3s2)cc1	-8%

Reformatted: entries from further up
| mol | KDM5B inhibitor |
| --- | --- |
| COc1ccc(CNC(=O)c2cnc(N3CCCC3)nc2C)cc1 | ? |
| CCOc1cccc(CNCC2CCCO2)c1 (stereo not drawn) | 3% |

Additional results.
SMILES	KDM5B inhibitor
COCCCNC(=O)CSc1ccc(C)c(C)c1	6%
COc1cccc(/C=C(/C(=O)c2ccccc2)c2nc3ccccc3s2)c1	?
CCC(CC)C(=O)Oc1ccc2c(C)cc(=O)oc2c1	?
N#Cc1c(-c2ccccc2)cc(-c2cccs2)nc1SCCS(=O)(=O)c1nc2ccccc2s1	?
NC(=O)c1ccc(CNC(=O)c2ccc(C(F)(F)F)cc2)cc1	15%
Cc1ccc(C(=O)NC(NC(=O)c2ccccc2)C(Cl)Cl)cc1 (stereo not drawn)	15%
COc1ccc(-c2cc(=O)oc3cc(OCC(=O)NCCN(C)C)ccc23)cc1	-25%
COc1ccccc1Nc1sc(C(=O)c2ccc(Br)cc2)c(N)c1C(N)=O	9%
Cc1c(C(=O)N(C)c2ccccc2)nnn1-c1ccc(Cl)cc1	10%
CN(CC1(c2ccccc2)CC1(C)C)C(=O)c1cn(C/C=C/c2ccccc2)nn1 (stereo not drawn)	-11%
Fc1ccccc1CSc1nnc(-c2c[nH]c3ccccc23)n1C1CC1	-30%
CCOc1ccc(S(=O)(=O)Nc2cccc(CC)c2)c2cccnc12	14%
CCN1CCN(c2nc3ccccc3nc2NS(=O)(=O)c2cc(Cl)ccc2Cl)CC1	-26%
CC(C)(C)NC(=O)N1CCCN(S(=O)(=O)c2ccccc2)CCC(=O)NCC1	8%
COC(=O)c1c(NC(=O)CSc2ccccn2)sc2c1CCCC2	-19%
COCCNC(=S)N/N=C/c1ccc(C(C)(C)C)cc1	-8%
O=c1n(-c2ccc([N+](=O)[O-])cc2)nc2n1CCN(Cc1ccccc1)C2	-23%
Cc1oc(-c2ccccc2)nc1CNC(=O)NC1CCCCC1	8%
CNC(=O)NC[C@H]1CCN(Cc2ccc(C#N)cc2)C[C@H]1N(C)C	?
COc1ccc(Cl)cc1NC(=O)c1cc(-c2ccc(C)cc2O)n[nH]1	-12%
CCOC(=O)c1cccc(OCC(O)CNCCOc2ccccc2F)c1 (stereo not drawn)	?
CCCn1c(NC(=O)COc2cccc(C)c2)nc2ccccc21	-2%
CC(=O)N1CCN(c2nc(-c3c(C)noc3C)cc3cc(CN(C)C)oc23)CC1	?
COc1ccc(-c2[nH]nc3ncc(-c4ccc(OC)nc4)nc23)c(C)c1	-19%[86.2 µM]
CC(Oc1ccccc1)C(=O)Nc1ccccc1C(=O)OCc1cc(=O)n2nc(C(C)C)sc2n1 (stereo not drawn)	?
SMILES	KDM5B inhibitor
CCN(CC)S(=O)(=O)c1ccc(S(=O)(=O)Nc2c(C)cccc2C)cc1	-3%
Cn1c(COc2ccc3c(c2)CCCC3)nnc1SCC(=O)NC1CCCCC1	17%
Cc1c(Cl)cccc1NC(=S)N1CCCCCC1	-4%
O=C(c1cccc(F)c1)N1CCCN(c2cc(-c3ccc(F)cc3)[nH]n2)CC1	0%
CCCCN1C(C)=NC(C(F)(F)F)(C(F)(F)F)C2=C1CC(C)(C)CC2=O	10%
COc1ccc(/C=C/C(=O)Oc2cc(O)cc(O)c2)cc1	-4%
CN1C(=O)[C@@H]2C[C@@H](CN2C2COC2)Oc2ccccc21	?
COc1ccccc1C(=O)Nc1nnc(SCc2cc(=O)c3ccccc3[nH]2)s1	?
Cc1cc(C(F)F)n2nc(C(=O)Nc3ccc(C(C)C)cc3)nc2n1	-6%
COc1ccc(OCC2(C)COc3ccc(C(=O)N(C)Cc4ccccc4)cc3N2)cc1 (stereo not drawn)	?
COc1ccc(NC(=O)CSc2nncn3c2cc2oc(C)cc23)c(OC)c1	-3%
COc1ccc(C(CN)c2c[nH]c3ccccc23)cc1 (stereo not drawn)	-5%
COc1cccc(Oc2c(C)oc3cc(OC(=O)c4ccc5c(c4)OCO5)ccc3c2=O)c1	5%
CC1=C(C(=O)OCC(Cl)(Cl)Cl)C(c2ccc3c(c2)OCO3)NC(=O)N1 (stereo not drawn)	20%
Cn1nccc1CN1CCC2(CC1)COc1ccccc1NC2=O	5%[86.2 µM]
CCn1c(CNC(=O)C23CC4CC(CC(C4)C2)C3)nnc1SCC(=O)Nc1ccc(C)cc1	5%
C=CCn1c(COc2ccc(C(C)(C)C)cc2)nnc1SCc1c(F)cccc1Cl	-2%
C=C(C)COc1ccc(-c2ncncc2-c2ccc(Cl)cc2)c(O)c1	-8%
O=C(Nc1cccc(NC(=O)C2CC2)c1)C1CCCCC1	13%
O=C(O)/C=C/c1cc(Cl)ccc1OCc1ccccc1	?
Cc1cc(C)c(S(=O)(=O)N2CCCC2c2nncn2Cc2ccncc2)c(C)c1 (stereo not drawn)	3%
CCC(=O)NCC1c2cc(OC)c(OC)cc2CCN1C(=O)Nc1ccccc1 (stereo not drawn)	-19%
CC(C)C(=O)N1Cc2ccccc2CC2(CCCN2Cc2ccccn2)C1 (stereo not drawn)	?
Cc1ccc(NC(=O)Cn2cc(C(=O)C3CC3)c3ccccc32)cc1C	2%
O=C(c1ccco1)N1CCC2(CC1)CC(N1CCN(c3ccccn3)CC1)CCO2 (stereo not drawn)	-10%
SMILES	KDM5B inhibitor
O=C(CCC(=O)N1CCn2nc(Cc3ccccc3)cc2C1)NC1CCCC1	-27%
O=c1c2cn[nH]c2nc(SCc2c(F)cccc2F)n1-c1ccc(Cl)cc1	-28%
CCn1nc(C(=O)Nc2cc(C(F)(F)F)ccc2N2CCOCC2)c2ccccc2c1=O	6%
Cc1cccc(OCC(O)Cn2c(N3CCCCC3)nc3c2c(=O)[nH]c(=O)n3C)c1 (stereo not drawn)	-3%
NS(=O)(=O)c1ccc(N/N=C2/CC3CC=CC23)c([N+](=O)[O-])c1 (stereo not drawn)	9%
Cc1cccc(NC(=O)Nc2nnc(N(C)C3CCCCC3)s2)c1C	-7%
Cc1cc(C)c2sc(NC(=O)c3ccc(S(=O)(=O)N4CCCC4)cc3)nc2c1	?
O=C(O)c1cc(NC/C=C/c2ccccc2)ccc1N1CCOCC1	-8%&11%
CCn1cc2nc(SCc3ccccc3)n(Cc3ccc(C)cc3)c(=O)c2n1	-8%
CCC1CCCCN1CCCNC(=O)c1[nH]c2ccccc2c1Sc1ccc(Cl)cc1 (stereo not drawn)	-26%
CCOc1ccc(-c2nc(N)ncc2Oc2ccc(OC)cc2)c(O)c1	-6%
Cc1ccc(NC(=O)C2CCN(S(=O)(=O)c3c(C)noc3C)CC2)c(C)c1	-25%
CN(Cc1cnccn1)C(=O)C1CCCN(C2CCN(C(=O)C3CC3)CC2)C1 (stereo not drawn)	-6%
O=[N+]([O-])c1cc(-c2nc(-c3ccccc3)no2)ccc1NCc1ccco1	-27%
COCC1CN(C(C)=O)CC12CCN(Cc1ccc(OC)c(C)c1)CC2 (stereo not drawn)	-20%
CCOc1ccc(NC(=O)c2nnn3c2COC(c2ccc(Cl)cc2)C3)cc1 (stereo not drawn)	13%
COc1ccc(-n2c(CC3C(=O)Nc4ccc(C)cc43)nc3ccccc3c2=O)cc1 (stereo not drawn)	5%&1%
N#Cc1ccc(OC(=O)c2cc(-c3ccc(Cl)cc3)on2)cc1	-20%
NCCCCCc1nnc(SCc2ccc(F)cc2)o1	-3%
Cc1cc(Cl)ccc1OCC(=O)N1CCC(c2n[nH]c(=O)n2-c2ccccc2)CC1	12%
Cc1ccsc1CN1C[C@@H](NC(=O)c2cccnc2)C[C@H]1CO	10%
CC(=O)N1CCCc2cc(S(=O)(=O)N3CCCC(C(=O)N4CCN(c5cccc(Cl)c5)CC4)C3)ccc21 (stereo not drawn)	-5%
CCC1(C(=O)NCCc2ccccc2)CCCCC(=O)N1 (stereo not drawn)	-5%
Cc1ccc(-c2csc(Nc3c(C)cccc3C)n2)cc1	5%
CN(C)c1cccc(NC(=O)c2ccc3c(c2)NC(C)(COc2ccccc2)CO3)c1 (stereo not drawn)	32µM*
SMILES	KDM5B inhibitor
COCCNC(=O)CCc1ncc(-c2ccccc2Cl)o1	16%
CCCCC(Sc1nnc(C)n1-c1ccccc1C)C(=O)Nc1cc(C)on1 (stereo not drawn)	17%
Cc1ccc(C)c(C(=O)N2CC(C(=O)NC3CCCCC3)C3(CCOCC3)C2)c1 (stereo not drawn)	-5%
Cc1c(C)c2ccc(OCC(=O)NCc3cccnc3)cc2oc1=O	?
COc1ccc(C(=O)Nc2ccc3oc(C)nc3c2)c(O)c1	?
Cc1sc(NC(=O)C2CCC2)c(C#N)c1C	-2%
CSc1nc(Nc2cccc(C)c2)c(C#N)c(-c2ccccc2)n1	11%&-1%
O=C(NCCNc1ncccn1)NCc1ccccc1	18%
CCOc1ccc(-c2nc(CNC(=O)Nc3ccc(C)c(Cl)c3)c(C)o2)cc1	12%
COCc1c(C(=O)NC2=NCCS2)oc2ccccc12	4%
COc1cccc(NC(=O)Cn2nc3c(cc2=O)CCCCC3)c1	49%[activator]
O=C(CCn1c(=O)oc2cc(S(=O)(=O)N3CCCC3)ccc21)Nc1ccc(F)c(F)c1	16%
Cc1ccc(N(C(=O)c2snc(C(N)=O)c2N)C(C(=O)NC2CCCC2)c2ccco2)cc1 (stereo not drawn)	?
Cn1cc(CC(=O)Nc2ccc(C(F)(F)F)cc2)c2ccccc21	-19%
COc1ccc(S(=O)(=O)c2cnc3ccc(Cl)cc3c2N2CCCCC2C)cc1 (stereo not drawn)	-21%
COc1cc(CC(=O)NC2CCS(=O)(=O)C2)cc(OC)c1OC (stereo not drawn)	11%
Cc1ccc(NC(=O)c2cccc(C(F)(F)F)c2)c(Cl)c1	-14%
COC(=O)C1CN(C(=O)C(C)Oc2ccc(C)c(C)c2)c2ccccc2O1 (stereo not drawn)	33%
C=CCNCc1ccccc1OCc1ccc(C)cc1	-7%
COc1ccc(CNC(=O)c2c(O)nc3cc(C)ccn3c2=O)cc1	28%
Cc1ccc(C2NC(=O)c3n[nH]c(-c4cccs4)c32)cc1 (stereo not drawn)	-6%
Cc1ccc(C)c(/C(O)=C2\C(=O)C(=O)N(c3nnc(C)s3)C2c2ccc(Br)cc2)c1 (stereo not drawn)	-16%

An excerpt from above in order of SMILES length, rising:
SMILES	KDM5B inhibitor
COC(=O)c1c(NC(=O)CSc2ccccn2)sc2c1CCCC2	-19%
COc1ccccc1Nc1sc(C(=O)c2ccc(Br)cc2)c(N)c1C(N)=O	9%
CCN(CC)S(=O)(=O)c1ccc2c(c1)N(CC(=O)NCCc1ccccc1)C(=O)CO2	-22%
